DENV2 CPE rescue: inhibitors of DENV2 cytopathic effect. DENV2-infected cells, cytopathic effect rescue, plate reader. CPE inhibition, % at 9.99 µM. hit rate 1.7% among 350,000; in the data active = CPE inhibition above about 20%, passing the limit was not always enough; inconclusive = no clear call, values can overlap the other calls; tested in BHK-21 cells;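 also: 0% = median of neutral control wells and 100% = median of positive control wells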
LGR2 antag: blocks bursicon-induced cAMP signaling via Drosophila LGR2 | HEK293 LGR2, CRE-luciferase, bursicon-stimulated, 4 h | inhibition, % at 9.99 µM | hit rate 0.35% among 380,000 | AID 720647;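 active = drop in luminescence signal, shown as inhibition above about 50% in the replicate tests, limit read from the data, passing the limit was not always enough; inconclusive = probably only some replicates passing the limit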;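 also: agonist challenge used bursicon conditioned medium at about half maximal strength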
EWS-Fli inh: inhibitors of EWS/Fli oncoprotein transcriptional activity. A673 NR0B1-luciferase reporter, viability-normalised. inhibition, % at 12.6 µM. hit rate 0.67% among 350,000;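 active = mean inhibition of at least 50% after viability correction, with every replicate also passing that limit; inconclusive = mean reaches 50% but only one of two replicates passes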;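 also: firefly luciferase signal divided by Alamar Blue viability fluorescence both relative to DMSO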
SIRT5 inh: sirtuin-5 (human) deacylase inhibition; hit rate 1.1% among 330,000; Purified SirT5, succinyl-peptide AMC, trypsin-coupled fluorescence; Q9NXA8; inhibition, % at 15 µM; AID 652115; in the data active = inhibition above about 15%; inconclusive = no clear call, values can overlap the other calls
Target sequence (Q9NXA8 whole entry, looked up): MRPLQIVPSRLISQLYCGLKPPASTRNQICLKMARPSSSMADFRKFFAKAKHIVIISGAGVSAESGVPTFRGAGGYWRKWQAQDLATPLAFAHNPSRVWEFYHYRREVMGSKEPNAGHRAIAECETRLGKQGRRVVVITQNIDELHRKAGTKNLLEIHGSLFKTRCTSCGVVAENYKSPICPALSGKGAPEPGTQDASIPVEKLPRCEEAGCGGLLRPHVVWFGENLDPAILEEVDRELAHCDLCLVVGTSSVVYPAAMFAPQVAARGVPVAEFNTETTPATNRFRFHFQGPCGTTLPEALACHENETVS
CASP6 VEID inh: inhibitors of human caspase-6 | inhibition, % at 12.5 µM | P55212 | hit rate 0.53% among 350,000 | purified caspase-6, Z-VEID-R110 cleavage fluorescence;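 active = mean inhibition across replicates at least about 35%, with every replicate also reaching that limit, limit read from the data; inconclusive = only one of the two criteria met; inactive = neither criterion met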;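 also: 0% = median of neutral control wells and 100% = no fluorescence left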
Target sequence (P55212 24-179 limits assumed): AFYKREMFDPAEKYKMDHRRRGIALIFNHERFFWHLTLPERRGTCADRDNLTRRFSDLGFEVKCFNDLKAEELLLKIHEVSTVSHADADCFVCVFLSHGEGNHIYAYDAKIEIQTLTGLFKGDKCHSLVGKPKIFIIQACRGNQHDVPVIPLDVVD
Target sequence (P55212 194-293 limits assumed): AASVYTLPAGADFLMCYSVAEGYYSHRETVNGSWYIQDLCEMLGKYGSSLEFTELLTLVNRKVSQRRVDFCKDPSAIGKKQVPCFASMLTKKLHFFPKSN
ARNT-TACC3 inh: disruptors of human ARNT/TACC3 interaction; AlphaScreen His-ARNT PAS-B/GST-TACC3 binding, luminescence; TACC3 fragment carries E629A point mutation; hit rate 0.66% among 390,000; inhibition, % at 9.99 µM; Q9Y6A5; AID 623870;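 active = mean inhibition of replicates at least 50% and at least half of replicates each reaching 50%; inconclusive = half or more replicates reach 50% but mean below 50%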;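 also: 0% = complete ARNT plus TACC3 wells and 100% = ARNT alone without TACC3; many hits fall short of the cut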
PAX8 reporter: PAX8 transcriptional activity inhibition. RMG-I TPO-luciferase reporter, SteadyGlo, 24 h. inhibition, % at 12.6 µM. hit rate 1.2% among 360,000. AID 652154;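 active = mean replicate inhibition at least 60% with every replicate also reaching 60%; inconclusive = only one of the two criteria is met; inactive = mean below 60% and not all replicates reaching 60%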;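 also: luciferase light reporting Pax8 driven TPO promoter activity; plate controls were median of neutral control wells for no effect and mitoxantrone controls for full effect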
The depositor's hits bear a star.

How did O=C(NCc1csc(-c2cccs2)n1)c1ccsc1 do in these assays?
DENV2 CPE rescue: 1; LGR2 antag: -17; EWS-Fli inh: -14; SIRT5 inh: -4; CASP6 VEID inh: -3; ARNT-TACC3 inh: -1; PAX8 reporter: -17

What do the screens show for `C[C@@H]1CCCCO[C@H](CN(C)C(=O)NC2CCCCC2)[C@H](C)CN([C@H](C)CO)C(=O)c2cc(NC(=O)c3ccccc3)ccc2O1`?
DENV2 CPE rescue: 1; LGR2 antag: 13; EWS-Fli inh: 19; ARNT-TACC3 inh: -1; PAX8 reporter: 19

What do the screens show for `CC(C)(O)C#Cc1ccc([C@H]2[C@@H](CO)N3CCCCN(C(=O)c4ccc(F)cc4)C[C@@H]23)cc1`?
DENV2 CPE rescue: inconclusive; LGR2 antag: -1; EWS-Fli inh: -16; SIRT5 inh: -3; CASP6 VEID inh: -1; ARNT-TACC3 inh: -3; PAX8 reporter: 0

Results for O=C(O)c1ccc(COc2ccccc2[N+](=O)[O-])o1 ?
DENV2 CPE rescue: 10; LGR2 antag: 4; EWS-Fli inh: 5; SIRT5 inh: 2; CASP6 VEID inh: 24; ARNT-TACC3 inh: -6; PAX8 reporter: 2

What do the screens show for `S=C(Nc1ccc(Cl)cc1)N1CCCCC1`?
LGR2 antag: -11; ARNT-TACC3 inh: -5; PAX8 reporter: -18

What do the screens show for `CCc1ncc(CN2CCCC(C(=O)Nc3ccc(-c4cscn4)cc3)C2)cn1` (stereo not given)?
DENV2 CPE rescue: 5; LGR2 antag: 12; SIRT5 inh: -2; CASP6 VEID inh: 2; ARNT-TACC3 inh: 0; PAX8 reporter: 2

How did COc1ccc(Nc2nc(Cl)nc(Nc3ccc(OC)cc3)n2)cc1 do in these assays?
DENV2 CPE rescue: -1; LGR2 antag: 0; EWS-Fli inh: -2; SIRT5 inh: -4; CASP6 VEID inh: -2; ARNT-TACC3 inh: -8; PAX8 reporter: -7

What do the screens show for `C=CCNC(=O)[C@@H]1CSC2c3ccc(OC)c(OC)c3C(=O)N21` (stereo not given in full)?
DENV2 CPE rescue: 0; LGR2 antag: -3; EWS-Fli inh: -13; SIRT5 inh: 1; CASP6 VEID inh: 0; ARNT-TACC3 inh: -4; PAX8 reporter: 10

How did COc1cc(SC)ccc1C(=O)Nc1nc(C)cs1 do in these assays?
DENV2 CPE rescue: 16; LGR2 antag: 102*; EWS-Fli inh: 76*; SIRT5 inh: 0; CASP6 VEID inh: 1; ARNT-TACC3 inh: -9; PAX8 reporter: 73*

Results for Cc1ccc(OCC(=O)OCc2c(C)noc2C)cc1C ?
LGR2 antag: 1; SIRT5 inh: 2; CASP6 VEID inh: 3; ARNT-TACC3 inh: -7

Results for COCc1[nH]nc2c1C(c1cccc(C(F)(F)F)c1)N(c1ccccc1)C2=O (stereo not given) ?
DENV2 CPE rescue: 6; LGR2 antag: -8; EWS-Fli inh: -5; CASP6 VEID inh: -3; PAX8 reporter: -3

How did COc1ccccc1C(=O)OCCNC(=O)Cn1cnc2c1c(=O)n(C)c(=O)n2C do in these assays?
DENV2 CPE rescue: 0; LGR2 antag: 4; EWS-Fli inh: -3; SIRT5 inh: 15; CASP6 VEID inh: -22; PAX8 reporter: 10

What do the screens show for `O=C(O)COc1ccc(/C=N/NC(=O)Cc2ccc(Cl)cc2)cc1`?
DENV2 CPE rescue: 5; LGR2 antag: -2; EWS-Fli inh: 10; SIRT5 inh: 2; CASP6 VEID inh: 1; ARNT-TACC3 inh: 3; PAX8 reporter: 20

What do the screens show for `O=C(c1ccc(Cl)c(S(=O)(=O)N2CCCCC2)c1)N1CCCC(C(F)(F)F)C1` (stereo not given)?
DENV2 CPE rescue: -2; LGR2 antag: 11; EWS-Fli inh: 6; SIRT5 inh: 0; CASP6 VEID inh: -1; ARNT-TACC3 inh: -1; PAX8 reporter: -12

How did COc1cccc2cc(C(C)N(CCCN3CCOCC3)C(=S)Nc3ccccc3C)oc12 (stereo not given) do in these assays?
DENV2 CPE rescue: 10; LGR2 antag: -1; EWS-Fli inh: 3; SIRT5 inh: -1; CASP6 VEID inh: 1; ARNT-TACC3 inh: 5; PAX8 reporter: -9

What do the screens show for `CCCNC(=O)C[C@H]1CC[C@@H]2[C@@H](COc3ccc(NC(=O)c4ccccc4)cc3C(=O)N2C)O1`?
DENV2 CPE rescue: -5; LGR2 antag: 23; EWS-Fli inh: -4; SIRT5 inh: 4; CASP6 VEID inh: 1; ARNT-TACC3 inh: -3; PAX8 reporter: -3

What do the screens show for `CCN(CC)Cc1cc2[nH]c3c4ccc(Cl)cc4ncc3c2cc1OC`?
DENV2 CPE rescue: 0; LGR2 antag: 1; EWS-Fli inh: 26; SIRT5 inh: 2; CASP6 VEID inh: -29; ARNT-TACC3 inh: 15; PAX8 reporter: 32

Results for O=C(Nc1ccccc1F)N1CC(=O)N2[C@H](CO)[C@H](c3ccc(C#CC4CCCC4)cc3)[C@H]2C1 ?
DENV2 CPE rescue: 17; LGR2 antag: 2; EWS-Fli inh: 1; SIRT5 inh: -2; PAX8 reporter: -3

How did COc1ccccc1OCC(=O)N1CCC2(CC1)CC(=O)c1ccccc1O2 do in these assays?
DENV2 CPE rescue: -1; LGR2 antag: -4; EWS-Fli inh: -4; SIRT5 inh: 0; CASP6 VEID inh: 3; ARNT-TACC3 inh: 3; PAX8 reporter: 1

How did COc1ccc(S(=O)(=O)NCC2CCCN(Cc3cccnc3)C2)cc1 (stereo not given) do in these assays?
LGR2 antag: 18; EWS-Fli inh: 4; SIRT5 inh: -2; ARNT-TACC3 inh: -1; PAX8 reporter: 14

How did C=CCN1C(=O)/C(=C/c2ccc(-c3ccc(F)cc3)o2)SC1=S do in these assays?
DENV2 CPE rescue: 19; LGR2 antag: -28; EWS-Fli inh: -17; SIRT5 inh: 1; CASP6 VEID inh: -2; ARNT-TACC3 inh: 1; PAX8 reporter: -1

Results for CCC(C)c1ccc(-n2c(=O)c3ccccc3n3c(=S)[nH]nc23)cc1 (stereo not given) ?
DENV2 CPE rescue: -1; LGR2 antag: -1; EWS-Fli inh: 4; SIRT5 inh: -1; CASP6 VEID inh: -3; ARNT-TACC3 inh: -5; PAX8 reporter: 5

How did Cc1c(Cl)cccc1NC(=S)Nc1ccc2[nH]c(=O)[nH]c2c1 do in these assays?
DENV2 CPE rescue: -9; LGR2 antag: 13; EWS-Fli inh: 2; SIRT5 inh: -1; CASP6 VEID inh: 0; ARNT-TACC3 inh: 3; PAX8 reporter: -1

What do the screens show for `O=C(Cn1cnc(S(=O)(=O)N2CCCC2)c1)Nc1cccc(Br)c1`?
DENV2 CPE rescue: 7; LGR2 antag: -8; SIRT5 inh: 19*; CASP6 VEID inh: -3; ARNT-TACC3 inh: 1; PAX8 reporter: -5

How did CCCC(=O)N(c1ccc(C(=O)O)cc1)c1nc(-c2ccccc2)c(C)s1 do in these assays?
DENV2 CPE rescue: 8; LGR2 antag: 0; EWS-Fli inh: 5; SIRT5 inh: -2; CASP6 VEID inh: 1; ARNT-TACC3 inh: -9; PAX8 reporter: 4

Results for CO[C@@H]1CN(C)C(=O)c2ccc(NS(=O)(=O)c3cccc(C)c3)cc2OC[C@@H](C)N(C(=O)Cc2cccnc2)C[C@H]1C ?
DENV2 CPE rescue: -4; LGR2 antag: -6; EWS-Fli inh: 14; SIRT5 inh: -1; CASP6 VEID inh: -3; ARNT-TACC3 inh: -9; PAX8 reporter: 2

How did Cc1ccc(S(=O)(=O)NCC(C)NS(=O)(=O)c2ccccc2[N+](=O)[O-])cc1 (stereo not given) do in these assays?
DENV2 CPE rescue: -3; LGR2 antag: 0; EWS-Fli inh: -8; SIRT5 inh: -3; CASP6 VEID inh: 4; ARNT-TACC3 inh: 6; PAX8 reporter: -13

How did C/C=C/c1ccc([C@@H]2[C@@H](CO)N3CCCCN(S(=O)(=O)c4cccs4)C[C@H]23)cc1 do in these assays?
LGR2 antag: 6; ARNT-TACC3 inh: 32; PAX8 reporter: -8

How did COCCNC(=O)C[C@H]1CC[C@H]2[C@@H](COC[C@@H](O)CN2Cc2ccc(Cl)c(Cl)c2)O1 do in these assays?
DENV2 CPE rescue: 1; LGR2 antag: 5; SIRT5 inh: -4; CASP6 VEID inh: 0; ARNT-TACC3 inh: -5

How did CN(C)C(=O)c1c(C(F)(F)F)nn(C)c1Cl do in these assays?
DENV2 CPE rescue: -5; LGR2 antag: 4; EWS-Fli inh: -3; SIRT5 inh: 5; CASP6 VEID inh: -7; ARNT-TACC3 inh: 7; PAX8 reporter: 10

How did c1ccc(-c2nn[nH]n2)nc1 do in these assays?
DENV2 CPE rescue: inconclusive; EWS-Fli inh: 6; SIRT5 inh: 1; CASP6 VEID inh: -4; ARNT-TACC3 inh: 67*; PAX8 reporter: 0

What do the screens show for `CN(C)[C@H]1CCN([C@@H]2CS(=O)(=O)N[C@H]2COCc2ccccc2)C1`?
DENV2 CPE rescue: 19; LGR2 antag: -25; EWS-Fli inh: 12; SIRT5 inh: 0; CASP6 VEID inh: -12; PAX8 reporter: 9

Results for C[C@H]1CN([C@@H](C)CO)S(=O)(=O)c2ccc(C#Cc3ccncc3)cc2O[C@@H]1CN(C)C(=O)C1CCOCC1 ?
DENV2 CPE rescue: 13; LGR2 antag: 5; EWS-Fli inh: -1; SIRT5 inh: 1; CASP6 VEID inh: -1; ARNT-TACC3 inh: -13; PAX8 reporter: 8

How did COc1ccc(CC2S/C(=N/N=C/c3ccc(O)cc3)NC2=O)cc1 (stereo not given) do in these assays?
DENV2 CPE rescue: 2; LGR2 antag: 7; EWS-Fli inh: -27; SIRT5 inh: -1; CASP6 VEID inh: -2; ARNT-TACC3 inh: 4; PAX8 reporter: -68

How did O=C(CN1CCOCC1)N[C@H]1CC[C@@H](CCNC(=O)Nc2cc(F)ccc2F)O[C@@H]1CO do in these assays?
DENV2 CPE rescue: -5; LGR2 antag: 0; EWS-Fli inh: -5; SIRT5 inh: -1; CASP6 VEID inh: 2; ARNT-TACC3 inh: -8; PAX8 reporter: -10

What do the screens show for `COc1ccc(C#Cc2c(-c3ccccc3)n(-c3ccccc3)c3ccc(CO)cc23)cc1`?
DENV2 CPE rescue: 2; LGR2 antag: -3; EWS-Fli inh: 11; ARNT-TACC3 inh: 6; PAX8 reporter: 18

What do the screens show for `Cn1c(NCc2ccccc2Cl)nc2ccccc21`?
DENV2 CPE rescue: 2; LGR2 antag: -52; EWS-Fli inh: -99; CASP6 VEID inh: -2; ARNT-TACC3 inh: -4; PAX8 reporter: -194

Results for CCCCCn1c(=NC(=O)c2cccnc2)c(C#N)cc2c(=O)n3cccc(C)c3nc21 ?
DENV2 CPE rescue: -6; LGR2 antag: 5; EWS-Fli inh: 11; SIRT5 inh: -9; CASP6 VEID inh: 4; ARNT-TACC3 inh: 5; PAX8 reporter: -3

What do the screens show for `CN(CC1CCCO1)S(=O)(=O)c1ccc(C(=O)Nc2ccc(S(N)(=O)=O)cc2)cc1` (stereo not given)?
DENV2 CPE rescue: 3; LGR2 antag: 5; SIRT5 inh: -6; CASP6 VEID inh: -2; ARNT-TACC3 inh: -3; PAX8 reporter: -4

Sorted by number of heavy atoms (descending): part of the list above
How did COc1ccccc1OCC(=O)N1CCC2(CC1)CC(=O)c1ccccc1O2 do in these assays?
DENV2 CPE rescue: -1; LGR2 antag: -4; EWS-Fli inh: -4; SIRT5 inh: 0; CASP6 VEID inh: 3; ARNT-TACC3 inh: 3; PAX8 reporter: 1

How did Cc1c(Cl)cccc1NC(=S)Nc1ccc2[nH]c(=O)[nH]c2c1 do in these assays?
DENV2 CPE rescue: -9; LGR2 antag: 13; EWS-Fli inh: 2; SIRT5 inh: -1; CASP6 VEID inh: 0; ARNT-TACC3 inh: 3; PAX8 reporter: -1

Results for O=C(O)c1ccc(COc2ccccc2[N+](=O)[O-])o1 ?
DENV2 CPE rescue: 10; LGR2 antag: 4; EWS-Fli inh: 5; SIRT5 inh: 2; CASP6 VEID inh: 24; ARNT-TACC3 inh: -6; PAX8 reporter: 2

High-throughput results: PubChem, Broad Institute

No enrichment for hits; any-hit rate near 4.9%.
